# mIAP activ = mouse IAP activation. muIAP, CDP-Star luminescence, 30 min; hits give high values; 1 = vehicle-only enzyme signal, 0 = enzyme-free wells. activation factor at 10 µM. hit rate 0.24% among 330,000;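 active means activation factor of at least 2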; further: the source names both 10 and 20 µM as test concentration; values of inactives mirror those of a sister screen read the other way
#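 Assay system: mouse IAP enzyme; reagent: chemiluminescent substrate CDP-Star; dosing: test compounds delivered from DMSO solution; schedule: 30 min at room temperature; measured by: luminescence from enzymatic CDP-Star hydrolysis; controls: DMSO-only wells and no-enzyme negative control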
# NLRP3 yeast inh = NALP3 inhibition in yeast | AID 2825 | inhibition, % at 10 µM | Yeast reconstituted NLRP3/ASC/caspase-1, beta-gal luminescence, 24 h | hit rate 0.39% among 330,000;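 active means inhibition of 50% or more; inactive means inhibition below 50%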;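 further: plate controls were induced DMSO wells for no effect and uninduced yeast grown without galactose for full effect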
# hIAP block = human IAP inhibition; hit rate 0.12% among 330,000; inhibition, % at 10 µM; purified IAP, CDP-Star luminescence, 30 min;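 active means inhibition reaching a set limit with compound at 10 µM in the primary screen, cut at about 35% in these data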;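 further: plate controls were DMSO wells with enzyme for no effect and no-enzyme buffer wells for full effect; values of inactives mirror those of a sister screen read the other way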
# Target sequence (P09923 whole entry, looked up): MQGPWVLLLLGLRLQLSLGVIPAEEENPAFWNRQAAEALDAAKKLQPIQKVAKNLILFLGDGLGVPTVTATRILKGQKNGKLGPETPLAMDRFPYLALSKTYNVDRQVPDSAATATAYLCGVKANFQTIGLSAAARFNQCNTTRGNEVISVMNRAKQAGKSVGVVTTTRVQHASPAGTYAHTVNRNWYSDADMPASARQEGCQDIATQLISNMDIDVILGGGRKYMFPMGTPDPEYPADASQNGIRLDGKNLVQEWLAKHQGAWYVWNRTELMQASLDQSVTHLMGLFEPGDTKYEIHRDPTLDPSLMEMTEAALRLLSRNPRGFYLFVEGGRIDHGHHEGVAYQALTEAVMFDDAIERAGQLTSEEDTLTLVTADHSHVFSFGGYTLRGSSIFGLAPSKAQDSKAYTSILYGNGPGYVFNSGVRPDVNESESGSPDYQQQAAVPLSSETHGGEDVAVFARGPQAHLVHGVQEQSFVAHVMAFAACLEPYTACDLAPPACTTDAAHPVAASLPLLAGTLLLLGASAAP
# ATG4B inh = ATG4B (human) cysteine protease inhibition | inhibition, % at 8.33 µM | Q9Y4P1 | hit rate 0.51% among 340,000 | AID 504462 | ATG4B cleavage of LC3-PLA2, NBD-HPC fluorescence, 1 h; in the data active means inhibition above about 40%
# TIM10 inh = growth inhibitors of TIM10 yeast strain | S. cerevisiae TIM10 strain growth, BacTiter-Glo luminescence, 24 h | inhibition, % at 10 µM | hit rate 1.4% among 330,000 | AID 463195;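 active means inhibition of 40% or more at the single tested concentration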;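 further: wild-type TIM10 isogenic control strain grown at permissive 25 °C; 0% = DMSO yeast wells and 100% = minimal medium wells without yeast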
# tim10-1 inh = tim10-1 yeast growth inhibition. hit rate 2.2% among 330,000. AID 463190. S. cerevisiae tim10-1 ts strain growth, BacTiter-Glo, 24 h. inhibition, % at 20 µM;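 active means inhibition of at least 40%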;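 further: mutant grown at 25 °C; 0% = DMSO wells with yeast and 100% = wells holding no yeast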
# hIAP act = human IAP activation; purified human IAP, CDP-Star luminescence, 30 min; hits give high values; 1 = vehicle-only enzyme, 0 = enzyme-free background; P09923; activation factor at 10 µM; hit rate 0.16% among 330,000;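 active means activation factor of the enzyme at least 2-fold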; further: the source names both 10 and 20 µM as test concentration; values of inactives mirror those of a sister screen read the other way
# mIAP block = mouse IAP inhibition; purified mouse IAP, CDP-Star luminescence, 30 min; hit rate 0.2% among 330,000; inhibition, % at 10 µM;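 active means inhibition of at least 40% at 10 µM in the primary screen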;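 further: plate controls were DMSO with enzyme for no effect and no enzyme wells for full effect; values of inactives mirror those of a sister screen read the other way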
# Apaf-1 inh = blocks human Apaf-1 apoptosome activity. reconstituted apoptosome caspase-3 activity, DEVD-Rh110 fluorescence. inhibition, % at 20 µM. hit rate 0.71% among 330,000. AID 489030; active means inhibition of at least 40% at 20 µM;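 further: plate controls were DMSO wells for no effect and DEVD-CHO caspase inhibitor wells for full effect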
#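 Material: reconstituted apoptosome with Apaf-1, cytochrome c, caspase-9, procaspase-3, dATP; medium: pH 7.5 Hepes buffer with CHAPS, BSA, DTT; also added: cytochrome c and DEVD-Rh110 substrate; timing: 30 min plus 50 min, RT; signal: Rh110 fluorescence intensity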
# * = called active by the depositor.
# Letters: A = mIAP activ; B = NLRP3 yeast inh; C = hIAP block; D = ATG4B inh; E = TIM10 inh; F = tim10-1 inh; G = hIAP act; H = mIAP block; I = Apaf-1 inh
[1] C/C(=N\NC(=O)c1ccc(Cl)cc1)c1ccc(N2CCOCC2)cc1
  A = 1	B = 10	C = 1	D = -3	E = -1	F = 8	G = 0.99	H = -1	I = 5
[2] Cc1cccc(NC(=O)C(=O)C2C(=O)Nc3ccccc32)c1 (centres undefined)
  A = 0.96	B = 32	C = 3	D = 5	E = 26	F = -16	G = 0.97	H = 4	I = 2
[3] COc1ccc(Cl)cc1NC(=O)CSc1nc(=O)n(CCN(C)C)c2c1CCCC2
  A = 0.87	B = 17	C = 6	D = -15	E = 15	F = 7	G = 0.94	H = 13	I = 13
[4] O=c1c2cc(NC(=S)NC3CC3)ccc2nc2n1CCCCC2
  A = 1.1	B = 1	C = 11	D = 6	E = 9	F = 7	G = 0.89	H = -6	I = -20
[5] CCOc1ccc(CCNC(=O)CN2C(=O)NC3(CCc4ccccc43)C2=O)cc1OCC (centres undefined)
  A = 0.95	B = 20	C = 1	D = -13	E = -3	F = 8	G = 0.99	H = 5	I = -4
[6] Cc1nn(CC(=O)N(C)c2c(N)n(Cc3ccccc3)c(=O)[nH]c2=O)c(C)c1[N+](=O)[O-]
  A = 1.2	B = -2	C = -14	D = -8	E = 6	F = 6	G = 1.1	H = -15	I = 7
[7] CCOC(=O)/C=C/S(=O)(=O)c1ccc(NC(C)=O)cc1
  A = 0.98	B = 4	C = -18	D = -4	E = -11	F = 15	G = 1.2	H = 2	I = -4
[8] O=C(Nc1nnc(SCc2ccccc2F)s1)C1=COCCO1
  A = 1	B = 34	C = 4	D = -11	E = 24	F = 28	G = 0.96	H = -1	I = 10
[9] CSc1ccc(C2N=C(c3ccccc3)NO2)cc1 (centres undefined)
  A = 0.99	B = 21	C = 2	D = 3	E = 26	F = -8	G = 0.98	H = 1	I = 13
[10] O=C(Nc1ccnn1C1CCN(C(=O)c2cnsn2)CC1)c1cccc(F)c1
  A = 1	B = -5	C = -21	D = 23	E = 0	F = -23	G = 1.2	H = -3	I = -12
[11] COc1cc(OC)cc(-c2c(-c3ccc(F)cc3)c3cc(-c4ccc(SC)cc4)ccc3n2C)c1
  A = 0.99	B = 9	C = 15	D = -12	E = -6	F = -3	G = 0.85	H = 0	I = -1
[12] Cc1nn(CC(=O)Nc2ccc3c(c2)OCO3)c(C)c1Cl
  A = 0.99	B = -11	C = -4	D = 7	E = -2	F = 21	G = 1	H = 1	I = -2
[13] O=C(CCN1C(=O)C2CC=C(Cl)CC2C1=O)NC1CCCCC1 (centres undefined)
  A = 1.1	B = 2	C = 16	D = -6	E = 0	F = 1	G = 0.84	H = -8	I = -8
[14] Cc1ccc(C(=O)O)cc1S(=O)(=O)Nc1ccccc1C(=O)NC1CC1
  A = 0.97	B = 23	C = -27	D = -1	E = -5	F = 0	G = 1.3	H = 3	I = -9
[15] CCCN1CN(c2ccccc2)C(=S)N(c2ccccc2)C1
  A = 1.1	B = 7	C = -9	D = -13	E = 0	F = 17	G = 1.1	H = -12	I = -4

# Of the compounds above, these contain an aryl methoxy group:
# Letters: A = mIAP activ; B = NLRP3 yeast inh; C = hIAP block; D = ATG4B inh; E = TIM10 inh; F = tim10-1 inh; G = hIAP act; H = mIAP block; I = Apaf-1 inh
[3] COc1ccc(Cl)cc1NC(=O)CSc1nc(=O)n(CCN(C)C)c2c1CCCC2
  A = 0.87	B = 17	C = 6	D = -15	E = 15	F = 7	G = 0.94	H = 13	I = 13
[11] COc1cc(OC)cc(-c2c(-c3ccc(F)cc3)c3cc(-c4ccc(SC)cc4)ccc3n2C)c1
  A = 0.99	B = 9	C = 15	D = -12	E = -6	F = -3	G = 0.85	H = 0	I = -1

# Complete entries from above. Order of screens: mIAP activ, NLRP3 yeast inh, hIAP block, ATG4B inh, TIM10 inh, tim10-1 inh, hIAP act, mIAP block, Apaf-1 inh
# Cc1cccc(NC(=O)C(=O)C2C(=O)Nc3ccccc32)c1 (centres undefined) is entered as 0.96, 32, 3, 5, 26, -16, 0.97, 4, 2
# COc1ccc(Cl)cc1NC(=O)CSc1nc(=O)n(CCN(C)C)c2c1CCCC2 is entered as 0.87, 17, 6, -15, 15, 7, 0.94, 13, 13
# Cc1ccc(C(=O)O)cc1S(=O)(=O)Nc1ccccc1C(=O)NC1CC1 is entered as 0.97, 23, -27, -1, -5, 0, 1.3, 3, -9
# COc1cc(OC)cc(-c2c(-c3ccc(F)cc3)c3cc(-c4ccc(SC)cc4)ccc3n2C)c1 is entered as 0.99, 9, 15, -12, -6, -3, 0.85, 0, -1
# O=C(Nc1nnc(SCc2ccccc2F)s1)C1=COCCO1 is entered as 1, 34, 4, -11, 24, 28, 0.96, -1, 10

# (further entries)
# Letters: A = mIAP activ; B = NLRP3 yeast inh; C = hIAP block; D = ATG4B inh; E = TIM10 inh; F = tim10-1 inh; G = hIAP act; H = mIAP block; I = Apaf-1 inh
[16] CCOc1ccc(N=CNc2ccc(OCC)cc2)cc1
  A = 0.96	B = 21	C = -5	D = -2	E = -14	F = 15	G = 1.1	H = 4	I = 19
[17] Cc1ccc(N(CC(=O)NC2CCCCC2)C(=O)CNC(=O)c2cccs2)cc1
  A = 1	B = 18	C = 13	D = -5	E = 8	F = -6	G = 0.87	H = -1	I = 11
[18] CC1CCN(C(=S)NC(=O)c2ccc(F)cc2)CC1
  A = 1	B = 13	C = -10	D = -8	E = -14	F = 14	G = 1.1	H = -2	I = 6
[19] COc1ccc(OC)c(NC(=O)COC(=O)C2CCC2)c1
  A = 0.99	B = -1	C = -2	D = 0	E = 6	F = 17	G = 1	H = 1	I = 1
[20] Nc1ccc(-c2nc3ncccc3o2)cc1
  A = 1.1	B = 21	C = -16	D = 1	E = 15	F = -15	G = 1.2	H = -5	I = -7
[21] CSc1ncc(Cl)c(C(=O)Nc2cc(C)ccc2C)n1
  A = 1	B = 9	C = 1	D = 1	E = 2	F = -10	G = 0.99	H = -2	I = 3
[22] Clc1ccc(Cn2cc(/C=N/n3cnnc3)c3ccccc32)cc1
  A = 0.92	B = 20	C = 9	D = -8	E = -55	F = -17	G = 0.91	H = 8	I = 24
[23] CC(=O)Nc1nc(C)nc(-c2ccccc2)c1C(C)=O
  A = 1.1	B = -9	C = -12	D = -6	E = 0	F = 5	G = 1.1	H = -5	I = 2
[24] CN(C)c1ccc(/C=N/NC(=O)C(O)c2ccc(Br)cc2)cc1 (centres undefined)
  A = 1.1	B = 21	C = -20	D = -8	E = 7	F = 0	G = 1.2	H = -8	I = 11
[25] Cc1c(C(=O)N2CCOCC2)oc2ccc(S(=O)(=O)N3CCCC3)cc12
  A = 1.1	B = 10	C = 5	D = -11	E = 7	F = 8	G = 0.95	H = -12	I = -4
[26] Cc1cccc(/C=N/NC(=O)c2cc(C3CC3)nc3ccccc23)n1
  A = 0.92	B = 1	C = 3	D = -5	E = 13	F = 25	G = 0.97	H = 8	I = -10
[27] COc1ccc(C(C(=O)NC2CCCC2)N(C(=O)c2snc(-c3ccc(F)cc3)c2N)c2cccc(F)c2)cc1 (centres undefined)
  A = 1	B = 11	C = -42	D = -4	E = -3	F = -5	G = 1.4	H = -2	I = 7
[28] CCc1ccc(CNC(=O)Cc2ccc(NC(=O)C3=C(C)OCCS3)cc2)cc1
  A = 1.1	B = 8	C = -22	D = -1	E = 1	F = -5	G = 1.2	H = -6	I = 9

# Bioassay records: PubChem, Sanford-Burnham Center for Chemical Genomics
